From PubChem
Growth percent in the NCI-60 one-dose screen (48 h, 10 µM unless noted): 100 = growth as untreated, 0 = no growth, -100 = all killed.
SK-MEL-2 – SK-MEL-2 melanoma; 77,000 compounds, 4.7% hits
HS 578T – HS 578T breast cancer; 78,000 compounds, 4.1% hits
UACC-257 – UACC-257 melanoma. 78,000 compounds, 4.4% hits
SK-MEL-28 – SK-MEL-28 melanoma | 81,000 compounds, 4.1% hits
MALME-3M – MALME-3M melanoma; 78,000 compounds, 5.8% hits
SK-MEL-5 – SK-MEL-5 melanoma. 80,000 compounds, 6.4% hits. AID 1794755
T-47D – T-47D breast cancer; 79,000 compounds, 5% hits
LOX IMVI – LOX IMVI melanoma | 79,000 compounds, 7.4% hits
Active calls of the source: *; · = no result given; & = joins results of further samples. The calls were made as follows: active = growth percent below 10; inactive = the rest. A portion of the library. The share of hits here may be higher or lower than overall.

1) Cc1ccc(NC2=N[C@]34CC(=O)CC[C@]3(C)[C@H]3CC[C@]5(C)C(=O)CC[C@H]5[C@@H]3C[C@@H]4S2)c(C)c1
2) COC(=O)CC[C@@H](C)[C@H]1CC[C@H]2[C@@H]3CC[C@@H]4C[C@]5(CC[C@]4(C)[C@H]3C[C@H](OC(C)=O)[C@]12C)OO[C@@](C)(C(F)(F)F)O5
3) Clc1ccc(N2CCN(Cc3ccccc3)CC2)cc1
4) CCCCN(CCCC)CC(O)c1ccc(C2CCCCC2)cc1 (configuration not stated)
5) N#[N+]c1c(C(=O)O)[nH]c(=O)[nH]c1=O
6) CC(N)Cc1ccc(O)cc1 (configuration not stated)
7) Cc1c(C(=O)c2ccccc2)c2ccccc2n1C
8) N#C[Se]CCCNS(=O)(=O)C1CC2C=CC1C2 (configuration not stated)
Compound,1,2,3,4,5,6,7,8
SK-MEL-2,73,86,93,93,99,95,105,-24*
HS 578T,45,91,112,98,103,103,108,-26*
UACC-257,66,84,106,92,104,95,92,-55*
SK-MEL-28,51,97,102,98,106,124,125,-15*
MALME-3M,27,77,106,86,99,99,105,-55*
SK-MEL-5,51,62,94,92,108,103,101,-71*
T-47D,42,62,76,·,98,98,95,31
LOX IMVI,-17*,61,90,59,98,99,94,-77*

Three structures from above, sorted by SMILES length, highest first:
2) COC(=O)CC[C@@H](C)[C@H]1CC[C@H]2[C@@H]3CC[C@@H]4C[C@]5(CC[C@]4(C)[C@H]3C[C@H](OC(C)=O)[C@]12C)OO[C@@](C)(C(F)(F)F)O5
1) Cc1ccc(NC2=N[C@]34CC(=O)CC[C@]3(C)[C@H]3CC[C@]5(C)C(=O)CC[C@H]5[C@@H]3C[C@@H]4S2)c(C)c1
8) N#C[Se]CCCNS(=O)(=O)C1CC2C=CC1C2 (configuration not stated)
Compound,2,1,8
SK-MEL-2,86,73,-24*
HS 578T,91,45,-26*
UACC-257,84,66,-55*
SK-MEL-28,97,51,-15*
MALME-3M,77,27,-55*
SK-MEL-5,62,51,-71*
T-47D,62,42,31
LOX IMVI,61,-17*,-77*

(listing goes on)
9) O=C(Nc1ccc(Br)cc1)c1cc(Br)cc(Br)c1O
10) COc1cc(C2(C#N)CCN(C)CC2)cc(OC)c1OC
11) ClCc1cccc(CCl)c1
12) COc1ccc(CCl)cc1CCl
13) C=CCC1(CC)C(=O)NC(=S)NC1=O
14) O=C(O)CNC(=O)c1c(O)c2ccccc2n(Cc2ccccc2)c1=O
15) CC(C)(C)[C@H](NC(=O)c1cn(CCC2CCCCC2)c2ccccc12)C(N)=O
16) CCOC(=S)SSC(Cl)(Cl)Cl
Compound,9,10,11,12,13,14,15,16
SK-MEL-2,-22*,109,114,111,99,85,89,116
HS 578T,43,100,106,103,102,86,102,125
UACC-257,-17*,108,101,99,105,90,94,108
SK-MEL-28,34,106,97,111,116,89,104,104
MALME-3M,-12*,113,94,92,108,88,102,113
SK-MEL-5,-71*,107,102,103,96,·,·,101
T-47D,-2.6*,98,103,96,100,101,85,101
LOX IMVI,-7.5*,94,98,93,97,88,90,109

17) COc1cc2c(cc1OC)[C@@]13CCN4C=C5[C@H](C(F)(F)F)CO[C@H]6CC(=O)N2[C@H]1[C@H]6[C@H]5C[C@H]43
18) O=C1NC(=O)C(=Cc2ccc(-c3ccccc3)cc2)C(=O)N1
19) CN=NNc1nc[nH]c1C(N)=O
20) C=CC[Se]C(=O)c1ccccc1OC(C)=O
21) Cc1ccccc1COC12CCCC(C1)C(C)(C)OO2 (configuration not stated)
22) CC(CCc1ccccc1)NC(C)C(O)c1ccc(O)cc1 (configuration not stated)
23) CC(C)(NC(=O)O[C@@H]1CN2CCC1CC2)c1csc(-c2cccnc2)n1
24) CCC(=O)O[C@H]1CC[C@H]2[C@@H]3C[C@H](F)C4=CC(=O)CC[C@]4(C)[C@H]3CC[C@]12C
Compound,17,18,19,20,21,22,23,24
SK-MEL-2,127,107,116&95,37,113,117&115,99,101
HS 578T,102,102,109&89,-8.2*,101,117&116,91,·
UACC-257,107,108,106&89,5.4*,96,100&118,94,90
SK-MEL-28,116,112,103&97,4.1*,113,105&107,91,97
MALME-3M,98,101,110&96,31,102,·,·,97
SK-MEL-5,97,102,107&100,-36*,102,104&98,98,92
T-47D,104,91,97&84,-9.8*,104,114&120,85,90
LOX IMVI,·,97,97&99,22,102,96&100,97,·

25) Cn1c(O)c(C=N)c(=O)n(C)c1=O
26) CCOC(=O)Nc1cc(Cl)c([N+](=O)[O-])c(N)n1
27) CC1([N+](=O)[O-])COP(=O)(NCc2cccnc2)OC1 (configuration not stated)
28) COc1ccc(Nc2nc(-c3ccc4ccccc4c3)c[se]2)cc1
29) ClCCN(CCCl)c1ccc(/C=N\N=C\c2ccc(N(CCCl)CCCl)cc2)cc1
30) CCOP(=O)(OCC)C(O)c1ccc(Cl)cc1Cl (configuration not stated)
31) c1csc(CC2=NCCN2)c1
32) OC(c1ccccc1)C1CCNCC1 (configuration not stated) (tested in a mixture with another compound)
Compound,25,26,27,28,29,30,31,32
SK-MEL-2,80,108,104,102,37,105,106,·
HS 578T,101,113,116,102,78,87,114,101
UACC-257,103,96,106,106,31,107,96,107
SK-MEL-28,99,109,110,102,61,102,118,102
MALME-3M,89,116,136,88,109,90,110,98
SK-MEL-5,98,104,115,99,50,116,100,99
T-47D,84,71,·,58,·,107,99,86
LOX IMVI,94,33,98,100,11,103,99,95

33) COC(=O)[C@@]12[C@H]3Cc4cccc5c4[C@@]1(O[C@]1(O)CC(=O)N(C3(C)C)[C@]21O)C(=O)N5C
34) O=C(Oc1c(Cl)cc(Cl)cc1[N+](=O)[O-])C(Cl)(Cl)Cl
35) CC1CC(C)OP(=O)(OCCC#N)O1 (configuration not stated)
36) CC12CCC3(CCC(=O)OCCNc4ccnc5cc(Cl)ccc45)[C@@](C)(OO[C@]3(C)O1)O2
37) CCCCCCCCCCCCCCCCCCn1cc[n+](C)c1
38) COC(=O)C1C2c3ccccc3C(C1C(=O)OC)[n+]1ccccc12 (configuration not stated)
39) OCCNC(Cc1ccccc1)c1ccccc1Cl (configuration not stated)
40) Cc1ccc(N2CCN(CCO)CC2)cc1
Compound,33,34,35,36,37,38,39,40
SK-MEL-2,88,112,104,103,-52*,91,67,95&106
HS 578T,104,105,118,107,-37*,118,103,102&115
UACC-257,100,104,101,101,-48*,90,98,106&100
SK-MEL-28,75,110,121,98,-53*,89,79,115&121
MALME-3M,96,113,105,90,-31*,96,92,99&87
SK-MEL-5,114,106,105,61,-74*,106,99,96&127
T-47D,·,91,99,71,17&36,107,50,98&94
LOX IMVI,·,104,105,71,-52*,98,95,97&103

41) C=CCC1(CCCCC)C(=O)NC(=S)NC1=O
42) C[C@]1(O)CC[C@H]2[C@@H]3CCC4=CC(=O)CC[C@]4(C)[C@@]34O[C@H]4C[C@@]21C
43) COc1ccc(/C=C\[N+](=O)[O-])cc1OC
44) C[C@@]12CCCc3coc(c31)C(=O)c1cc3c(cc12)C(=O)C1=C(NCCS1(=O)=O)C3=O
45) O=S(=O)(O)C(Br)c1ccccc1 (configuration not stated)
46) O=C(c1ccccc1)C1CCCC1
47) c1ccc(CCNCc2ccccc2)cc1
48) Cc1cccc(N2CCN(CCO)CC2)c1
Compound,41,42,43,44,45,46,47,48
SK-MEL-2,98,116,93&92,-41*,101,117,·,125
HS 578T,103,·,94&71,-12*,105,135,93,119
UACC-257,108,102,73&34,-94*,104,103,94,124
SK-MEL-28,100,139,50,-9.0*,111,·,102,116
MALME-3M,98,109,105&155,-98*,104,118,88,127
SK-MEL-5,100,98,56&73,-98*,103,107,103,107
T-47D,100,102,42&63,-46*,93,108,94,97
LOX IMVI,93,98,-69*,-43*,99,113,92,106

13 entries from above, with values under each structure.
Each structure is followed by: SK-MEL-2 | HS 578T | UACC-257 | SK-MEL-28 | MALME-3M | SK-MEL-5 | T-47D | LOX IMVI
1. Cc1ccc(NC2=N[C@]34CC(=O)CC[C@]3(C)[C@H]3CC[C@]5(C)C(=O)CC[C@H]5[C@@H]3C[C@@H]4S2)c(C)c1
→ 73 | 45 | 66 | 51 | 27 | 51 | 42 | -17*
2. COC(=O)CC[C@@H](C)[C@H]1CC[C@H]2[C@@H]3CC[C@@H]4C[C@]5(CC[C@]4(C)[C@H]3C[C@H](OC(C)=O)[C@]12C)OO[C@@](C)(C(F)(F)F)O5
→ 86 | 91 | 84 | 97 | 77 | 62 | 62 | 61
3. Clc1ccc(N2CCN(Cc3ccccc3)CC2)cc1
→ 93 | 112 | 106 | 102 | 106 | 94 | 76 | 90
4. CCCCN(CCCC)CC(O)c1ccc(C2CCCCC2)cc1 (configuration not stated)
→ 93 | 98 | 92 | 98 | 86 | 92 | · | 59
5. N#[N+]c1c(C(=O)O)[nH]c(=O)[nH]c1=O
→ 99 | 103 | 104 | 106 | 99 | 108 | 98 | 98
6. CC(N)Cc1ccc(O)cc1 (configuration not stated)
→ 95 | 103 | 95 | 124 | 99 | 103 | 98 | 99
7. Cc1c(C(=O)c2ccccc2)c2ccccc2n1C
→ 105 | 108 | 92 | 125 | 105 | 101 | 95 | 94
8. N#C[Se]CCCNS(=O)(=O)C1CC2C=CC1C2 (configuration not stated)
→ -24* | -26* | -55* | -15* | -55* | -71* | 31 | -77*
9. O=C(Nc1ccc(Br)cc1)c1cc(Br)cc(Br)c1O
→ -22* | 43 | -17* | 34 | -12* | -71* | -2.6* | -7.5*
10. COc1cc(C2(C#N)CCN(C)CC2)cc(OC)c1OC
→ 109 | 100 | 108 | 106 | 113 | 107 | 98 | 94
11. ClCc1cccc(CCl)c1
→ 114 | 106 | 101 | 97 | 94 | 102 | 103 | 98
12. COc1ccc(CCl)cc1CCl
→ 111 | 103 | 99 | 111 | 92 | 103 | 96 | 93
13. C=CCC1(CC)C(=O)NC(=S)NC1=O
→ 99 | 102 | 105 | 116 | 108 | 96 | 100 | 97

Further entries.
49) CC1=C(C)C(=O)OC([C@](C)(O)[C@@]2(O)CC[C@@]3(O)C4CC=C5CC=CC(=O)[C@]5(C)C4CC[C@]23C)C1 (some centres not stated)
50) CCCCCCCCCCCC1CCCC(C)N1 (configuration not stated)
51) CC(C)(NC(=O)O[C@@H]1CN2CCC1CC2)c1csc(-c2ccc(F)cc2)n1
52) C[C@]12CC[C@H]3[C@@H](CC[C@]45CC(=O)C=C[C@]34C5)[C@@H]1CCC2=O
53) COc1ccc2c(c1)c(-c1nc(-c3cn(C)c4ncccc34)cs1)cn2CCCCN1CCCCC1
54) CN1C2CCC1CC(OC(=O)/C=C\c1ccccc1)C2 (configuration not stated)
55) CC1(C)C(C(=O)c2cn(CCCCO)c3ccccc23)C1(C)C
56) O=C1CCO1
Compound,49,50,51,52,53,54,55,56
SK-MEL-2,103,-7.3*,108,109,-32*,72,96,168
HS 578T,95,65,98,106,58,88,96,98
UACC-257,69,77,102,88,-68*,71,92,·
SK-MEL-28,95,97,103,105,-69*,85,114,117
MALME-3M,91,·,97,122,-74*,93,95,108
SK-MEL-5,93,97,99,101,-80*,101,104,90
T-47D,87,102,88,105,61,110,107,99
LOX IMVI,88,52,90,92,-78*,91,96,99

57) CCOP(=O)(OCC)C(=O)N(CC)CC
58) CC(C)CN1CC1c1ccccc1 (configuration not stated)
59) COc1cccc(C(O)P(=O)(OC)OC)c1OC (configuration not stated)
60) COc1ccc2oc(=O)cc(C3C(C#N)=C(N)Oc4c3c(=O)oc3ccccc43)c2c1 (configuration not stated)
61) Nc1ccc2c(c1)Cc1cc(N)ccc1-2
62) O=C(CF)NC(Cc1ccccc1)C(=O)O (configuration not stated)
63) Clc1cccc(NC2=NCCS2)c1
64) COP(=O)(OC)C(O)c1ccccc1 (configuration not stated)
Compound,57,58,59,60,61,62,63,64
SK-MEL-2,103,113,111,101,90,118&133,117,111
HS 578T,101,93,107,87,84,97&121,112,100
UACC-257,88,101,102,83,91,95&106,86,85
SK-MEL-28,115,115,102,·,93,112&112,116,100
MALME-3M,108,102,112,100,86,98&121,95,96
SK-MEL-5,94,105,105,·,96,102&104,·,110
T-47D,96,114,107,87,67,89&109,97,105
LOX IMVI,104,92,100,94,105,98&96,92,95
